# Screens deposited in PubChem by several laboratories.
# IDE cell inh: inhibits human insulin-degrading enzyme in HEK cells | P14735 | FAbetaB cleavage, fluorescence polarization | inhibition, % at 5.59 µM | 320,000 tested, 0.41% active | AID 434962;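 active means percent inhibition above the average of all tested compounds plus 3 SD, set per screening campaign, cut at about 16% in these data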;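 further: IDE supplied by intact live HEK cells; FP after avidin binding of uncleaved biotin substrate so inhibition keeps polarization high; 0% = DMSO wells and 100% = 60 µM reference IDE inhibitor Ii1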
# Target sequence (P14735 whole entry, looked up): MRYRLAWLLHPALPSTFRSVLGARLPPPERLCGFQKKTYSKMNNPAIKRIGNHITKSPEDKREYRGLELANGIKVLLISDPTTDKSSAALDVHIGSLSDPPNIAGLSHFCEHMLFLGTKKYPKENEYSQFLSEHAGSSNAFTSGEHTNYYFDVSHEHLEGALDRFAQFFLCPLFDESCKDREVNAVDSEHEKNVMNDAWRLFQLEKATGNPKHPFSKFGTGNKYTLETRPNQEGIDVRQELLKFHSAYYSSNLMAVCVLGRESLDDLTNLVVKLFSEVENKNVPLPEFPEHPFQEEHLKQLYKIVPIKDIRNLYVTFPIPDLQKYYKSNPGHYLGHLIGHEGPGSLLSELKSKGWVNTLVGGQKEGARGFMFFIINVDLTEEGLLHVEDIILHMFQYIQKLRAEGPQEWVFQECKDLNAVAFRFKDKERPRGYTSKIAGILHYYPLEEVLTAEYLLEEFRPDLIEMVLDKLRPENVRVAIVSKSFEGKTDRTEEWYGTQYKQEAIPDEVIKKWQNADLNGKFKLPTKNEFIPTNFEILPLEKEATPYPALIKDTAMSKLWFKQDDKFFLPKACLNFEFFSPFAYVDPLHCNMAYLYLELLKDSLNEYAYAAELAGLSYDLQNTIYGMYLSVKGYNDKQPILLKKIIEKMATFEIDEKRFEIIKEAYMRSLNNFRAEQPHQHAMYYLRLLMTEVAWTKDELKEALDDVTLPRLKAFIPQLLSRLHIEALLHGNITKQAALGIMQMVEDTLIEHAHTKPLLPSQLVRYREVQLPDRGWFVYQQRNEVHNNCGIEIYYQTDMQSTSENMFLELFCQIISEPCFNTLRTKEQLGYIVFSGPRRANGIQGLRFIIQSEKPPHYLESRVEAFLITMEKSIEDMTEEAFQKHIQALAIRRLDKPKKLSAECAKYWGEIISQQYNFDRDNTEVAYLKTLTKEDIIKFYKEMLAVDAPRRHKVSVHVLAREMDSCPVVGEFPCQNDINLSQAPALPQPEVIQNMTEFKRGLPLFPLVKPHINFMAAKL
# SUMO HTRF inh: inhibitors of human SUMOylation (UBC9); P63279; HTRF SUMOylation assay, SAE1/SAE2 + UBC9, in vitro; inhibition, % at 35 µM; 290,000 tested, 0.36% active; AID 2006; in the data active means inhibition above about 50%, passing the limit was not always enough; further: strong numbers were not always called active
# MEKK2mut PB1 HTS: signal of MEK5 binding to mutant human MEKK2 PB1 domain. bead flow cytometry, Alexa488-MEK5 binding to MEKK2 mutant. percent response, % at 10 µM. 290,000 tested, 0.35% active. AID 1530; in the data active means percent response above about 24%, passing the limit was not always enough; further: inactives centre near 1; some results filed as inactive read as strong as hits; reference of the scale not given here
# NALP1 yeast inh: NALP1 inhibition; 280,000 tested, 0.61% active; S. cerevisiae NALP1/ASC/caspase-1 growth, X-gal OD620, 72 h; inhibition, % at 10 µM; in the data active means inhibition mostly above about 24%, no sharp cut-off; inactive means mostly below about 32%; further: some compounds called inactive have numbers as strong as hits
# IDE act: activators of human insulin-degrading enzyme in cells. P14735. HEK cells, FAbeta-B cleavage, fluorescence polarization; 0% vehicle, 100% cell-free pure enzyme wells. activation, % at 5.96 µM. 340,000 tested, 0.073% active. AID 493087;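 active means activation above the mean of all tested compounds plus 3 SD, set per screening campaign, cut at about 17% in these data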
# p-CIP stab down: p/CIP protein destabilization; Q05BA5; F442A p/CIP-EGFP cells, EGFP fluorescence, 16 h; AID 1984; decrease of EGFP signal, % at 10 µM; 290,000 tested, 0.01% active;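 active means EGFP signal decrease of at least 30% at 10 µM or well 3 SD below plate mean, unless failing retest; inactive means the rest, including hits failing retest or dose response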; further: some compounds called inactive have numbers as strong as hits; many of its hits are not listed in these tables
# MEKK3 PB1 HTS: raises or lowers MEK5 binding to the human MEKK3 PB1 domain; Q99759; bead-based flow cytometry, Alexa488-MEK5 binding to MEKK3; actives lie on both sides; 0 = blocked by unlabeled MEK5, 100 = vehicle; binding response (% of control), % at 10 µM; 290,000 tested, 1.4% active; AID 1529;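 active means binding response more than 3 SD above or below the average of its plate-row segment, actives on both sides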;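 further: Alexa488 bead fluorescence after subtracting the streptavidin-only scavenger bead signal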
# PfM18AAP inh: PfM18AAP enzyme inhibition; inhibition, % at 7.35 µM; AID 1822; 290,000 tested, 1.2% active; recombinant PfM18AAP, H-Glu-NHMec fluorogenic cleavage;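 active means inhibition above the campaign mean inhibition over all tested compounds plus 3 SD, cut at about 28% in these data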;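 further: 0% = plate median of test compound wells and 100% = 2 mM ZnCl2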
# MEKK2 WT-MEK5: raises or lowers MEK5 binding to wildtype human MEKK2 PB1 domain | Q9Y2U5 | bead flow cytometry, Alexa488-MEK5 binding to MEKK2 WT; actives lie on both sides | binding response (% of control), % at 10 µM | 290,000 tested, 1.1% active; in the data active means binding response below about 67% or above about 130%
# * = called active by the depositor; / = not tested or not shown.
# Results follow in this order: IDE cell inh	SUMO HTRF inh	MEKK2mut PB1 HTS	NALP1 yeast inh	IDE act	p-CIP stab down	MEKK3 PB1 HTS	PfM18AAP inh	MEKK2 WT-MEK5
(1) COc1ccc(-c2nc3cc(NC(=O)c4ccc5c(c4)OCO5)ccc3o2)cc1
 : 6	15	0	-20	2	8	103	-7	104
(2) COc1cccc(NC(=O)c2ccccc2-c2ccccc2C(=O)O)c1
 : -4	13	5	17	-1	-16	105	0	107
(3) CCOc1ccccc1-c1nc(CN2CCCC2c2nccs2)c(C)o1 (stereo not drawn)
 : 6	-6	-4	5	0	0	111	6	109
(4) CN(C)c1ccnc(SCc2ccccc2Cl)c1C#N
 : 5	-7	-4	-2	-4	-13	89	8	97
(5) Cc1ccc(-c2cc(=O)[nH][nH]2)c(C)c1
 : 3	7	0	2	0	-7	104	-8	96
(6) c1cncc(-c2noc(-c3ccco3)n2)c1
 : 4	23	7	16	0	-2	105	2	112
(7) Cc1cc(C(=O)COC(=O)CC2Sc3ccccc3NC2=O)c(C)n1-c1cccc(C(F)(F)F)c1 (stereo not drawn)
 : 2	8	-4	39	1	-24	97	-4	94
(8) Cc1nc2sc(-c3ccccc3)nn2c(=O)c1Br
 : -1	11	-1	15	1	-11	99	-2	99
(9) CCc1ccccc1NC(=O)CCS(=O)(=O)c1ccc(OC)cc1
 : -1	13	1	12	0	-4	99	0	103
(10) CCc1ccc(N(CC)C(=O)c2ccc3c(Cl)c4c(nc3c2)CCC4)cc1
 : 1	8	11	39	8	2	107	3	101
(11) Cc1ccc(-c2nc3ncccc3o2)cc1NC(=O)c1cccnc1
 : 5	16	-15	5	2	-11	85	1	78
(12) COCCNC(=O)CN(Cc1ccco1)C(=O)CCC(=O)Nc1nccs1
 : 0	8	3	12	4	-14	102	2	103
(13) CCOC(=O)N1CCC(NC(=O)c2ccc3c(c2)sc2nc(-c4cccc(OC)c4)cn23)CC1
 : /	25	/	21	/	-14	/	30*	/
(14) COc1ccc(/C=C2\SC(=O)N(CCNC(=O)C3CCN(S(=O)(=O)c4cccs4)CC3)C2=O)cc1
 : 7	-2	0	11	3	8	99	5	100
(15) CCc1ccc(/C=N/NC(=O)c2ccccn2)cc1
 : -1	13	-4	9	-1	3	101	8	97
(16) CC1(C)CC(=O)C2=C(C1)OC(/N=C/N1CCOCC1)=C(C#N)C2c1ccccc1 (stereo not drawn)
 : -3	18	-1	18	3	4	94	6	97
(17) COc1ccc(OC)c(NC(=S)N2CCN(C/C=C/c3ccccc3)CC2)c1
 : 10	-7	1	37	-2	7	105	18	110
(18) CCOc1cc(C(=O)NCc2ccc(-c3nc4ccccc4o3)cc2)cc(OCC)c1OCC
 : 0	2	-3	0	0	-8	88	-14	94
(19) CCOC(=O)c1ccc(NC(=O)CC2COc3ccccc3O2)cc1 (stereo not drawn)
 : 3	-30	-4	16	5	2	101	1	101
(20) COCCN1C(=O)C(=O)/C(=C(/O)c2ccc(S(=O)(=O)N3CCOCC3)cc2)C1c1cccc([N+](=O)[O-])c1 (stereo not drawn)
 : -1	13	1	10	10	-3	103	6	106
(21) Cc1nnc(N/N=C\c2ccc(-c3ccccc3[N+](=O)[O-])o2)n1N
 : 1	90	2	6	5	-10	106	43*	102
(22) Cc1nn2c(c1-c1ccccc1)N=C(c1ccco1)CC2c1ccccc1 (stereo not drawn)
 : 4	31	3	5	-3	-19	97	-5	95
(23) COc1cc(S(=O)(=O)Nc2cccc3cn[nH]c23)c(OC)cc1C
 : -3	-9	3	4	2	-7	101	8	99
(24) CC(=O)c1cccc(NC(=O)/C(=C\c2cccnc2)NC(=O)c2ccc(C)cc2)c1
 : 0	-3	-1	6	4	-11	99	2	98
(25) CNC(=O)N(O)C1N(/N=C/c2c(F)cccc2Cl)C(=S)SC1(C)C (stereo not drawn)
 : -2	5	1	18	5	2	103	-9	105
(26) Cc1ccc(N2CC(C(=O)Nc3cccnc3)CC2=O)cc1Cl (stereo not drawn)
 : -6	6	-7	17	-3	6	96	7	94
(27) Cc1ccc(-c2c(C(=O)N/N=C/c3ccc(OC(C)C)cc3)nnn2-c2nonc2N)cc1
 : 6	/	6	2	-1	-11	102	2	99
(28) COc1ccc(C(=O)Oc2cc(C)[nH]c(=O)c2[N+](=O)[O-])cc1
 : -2	13	-8	24	3	0	61	3	72
(29) O=C(CSc1cn(Cc2cccc(F)c2)c2ccccc12)NCc1ccc(F)cc1
 : -2	-1	14	20	4	2	98	5	94
(30) CCOC(=O)c1c(NC(=O)c2cc3n(n2)C(C(F)(F)F)CC(c2ccccc2)N3)sc(C)c1C (stereo not drawn)
 : -7	1	2	14	2	-8	105	7	99

# 6 entries out of the list above, ordered by the value under IDE cell inh, falling:
# Results follow in this order: IDE cell inh	SUMO HTRF inh	MEKK2mut PB1 HTS	NALP1 yeast inh	IDE act	p-CIP stab down	MEKK3 PB1 HTS	PfM18AAP inh	MEKK2 WT-MEK5
(3) CCOc1ccccc1-c1nc(CN2CCCC2c2nccs2)c(C)o1 (stereo not drawn)
 : 6	-6	-4	5	0	0	111	6	109
(11) Cc1ccc(-c2nc3ncccc3o2)cc1NC(=O)c1cccnc1
 : 5	16	-15	5	2	-11	85	1	78
(12) COCCNC(=O)CN(Cc1ccco1)C(=O)CCC(=O)Nc1nccs1
 : 0	8	3	12	4	-14	102	2	103
(9) CCc1ccccc1NC(=O)CCS(=O)(=O)c1ccc(OC)cc1
 : -1	13	1	12	0	-4	99	0	103
(29) O=C(CSc1cn(Cc2cccc(F)c2)c2ccccc12)NCc1ccc(F)cc1
 : -2	-1	14	20	4	2	98	5	94
(2) COc1cccc(NC(=O)c2ccccc2-c2ccccc2C(=O)O)c1
 : -4	13	5	17	-1	-16	105	0	107

# Next part.
# Results follow in this order: IDE cell inh	SUMO HTRF inh	MEKK2mut PB1 HTS	NALP1 yeast inh	IDE act	p-CIP stab down	MEKK3 PB1 HTS	PfM18AAP inh	MEKK2 WT-MEK5
(31) CNC(=O)[C@H](C)[C@@H]1C[C@@]1(C)[C@@H](NC(=O)OCc1ccccc1)c1ccccc1
 : 7	14	2	20	-2	-7	97	-8	93
(32) COc1ccccc1C(=O)N/C(=C/c1ccco1)C(=O)Nc1ccc(C(=O)O)cc1
 : 1	10	-5	5	-3	-16	102	27	99
(33) CC(=O)Nc1ccc(S(=O)(=O)Nc2ccccc2N2CCOCC2)cc1Cl
 : -1	-5	-3	0	5	5	100	4	99
(34) COc1ccc(-c2cc(=O)oc3c(C)c(O)ccc23)cc1
 : 1	11	0	16	2	5	99	-2	101
(35) Cc1noc(C)c1C(=O)Nc1sc(C)c(C)c1C#N
 : 1	4	4	-1	4	-2	98	6	97
(36) Cc1ccc(Cl)cc1NC(=O)CC(O)(C(F)(F)F)C(F)(F)F
 : 0	-20	11	14	8	0	114	-11	111
(37) O=C(O)c1ccccc1NC(=S)NC(NC(=O)c1ccccc1[N+](=O)[O-])C(Cl)(Cl)Cl (stereo not drawn)
 : 3	4	3	2	4	-10	102	3	106
(38) CCN1C(=O)C(F)(CC)C(=O)c2ccccc21 (stereo not drawn)
 : -2	3	-14	16	0	6	94	-7	97
(39) CC(C)(C)NC(=S)N1CCC(C(=O)c2ccc(Cl)cc2)CC1
 : 0	3	4	-6	9	1	102	2	107
(40) C/C(=N/NS(=O)(=O)c1ccc(Cl)cc1)c1ccncc1
 : 0	0	-6	18	9	-5	101	4	99
(41) CCCC1(C(=O)O)NC(c2ccccc2O)C2C(=O)N(Cc3ccccc3)C(=O)C21 (stereo not drawn)
 : 3	22	1	11	5	-14	106	-1	105
(42) Cn1c(=O)oc2cc(S(=O)(=O)N3CCN(c4cccc(Cl)c4)CC3)ccc21
 : 1	-16	-6	28	-5	-11	102	-6	98
(43) Cn1c(=O)[nH]c(=O)c2c1nc(N1CCc3ccccc3C1)n2CCSc1nc2ccccc2s1
 : -6	-14	-5	5	10	-6	98	-1	90
(44) COc1cccc(Nc2ccc(Nc3cccc(OC)c3)nn2)c1
 : 10	-18	76*	18	0	5	113	-2	172*
(45) COc1ccc(CN(CCC(c2ccccc2)c2ccco2)C(=O)c2ccco2)cc1 (stereo not drawn)
 : -1	15	-1	18	-3	-14	108	2	94
(46) CCC(C)NC(=O)N[C@@H](CCSC)C(=O)O (stereo partly drawn)
 : 8	-2	2	7	4	-12	93	-3	89
(47) C#CCNC(=O)C1=C[C@H](c2coc3ccccc3c2=O)C[C@H](OCc2ccc(CO)cc2)O1
 : 0	-3	6	-4	3	-1	107	3	104
(48) O=C(NCc1ccco1)C(=O)NCC1OCCCN1S(=O)(=O)c1ccc(Cl)cc1 (stereo not drawn)
 : 2	15	/	-27	-3	-9	/	0	/
(49) CC(/C=C1\SC(=S)N(NC(=O)c2cccc(O)c2)C1=O)=C\c1ccccc1
 : -1	6	-1	6	1	-6	94	13	97
(50) N#Cc1ccc(CSc2nnc(NC(=O)C3CCCO3)s2)cc1 (stereo not drawn)
 : 6	20	3	6	-1	3	110	-4	108
(51) CCCCCn1c(N2CCCC2)nc2c1c(=O)n(C)c(=O)n2C
 : 1	2	-3	8	4	-1	102	-5	99
(52) C/C(=N\NC(=O)C1CC1)c1ccc(Cl)cc1
 : -4	1	32	18	6	4	112	-7	127
(53) Cc1nc2cc(NC(=O)c3ccc(N4C(=O)CCC4=O)cc3)ccc2s1
 : -3	7	-1	-2	4	12	114	2	105
(54) CCSC1=NCCN1C(=O)c1ccc(S(=O)(=O)N(CC)CC)cc1
 : -4	4	7	-8	1	7	103	4	100
(55) O=C(O)CCN1C(=O)/C(=C\c2ccncc2)SC1=S
 : 2	-2	-6	10	-2	-4	100	12	94
(56) CCCCCOc1ccc(NC(=O)C2OC3OC(C)(C)OC3C3OC(C)(C)OC23)cc1 (stereo not drawn)
 : 0	2	-2	3	1	-12	101	1	97
(57) CC(C)CCNC(=O)c1ccc(NC(=O)C2=CSCCO2)cc1
 : 0	11	1	4	3	-9	97	1	99
(58) COc1ccc(NC2CCCN(C(=O)CCCn3cncn3)C2)cc1 (stereo not drawn)
 : 2	13	6	10	2	-17	102	-7	107
(59) N#Cc1ccsc1NC(=O)c1ccc(Cl)c([N+](=O)[O-])c1
 : -3	2	-11	-16	1	10	98	11	98
(60) FC(F)(F)c1nnc2n1N=C(c1cccs1)CS2
 : -3	11	/	-7	1	0	/	4	/

# Profiles from above.
# O=C(O)CCN1C(=O)/C(=C\c2ccncc2)SC1=S is entered as IDE cell inh = 2; SUMO HTRF inh = -2; MEKK2mut PB1 HTS = -6; NALP1 yeast inh = 10; IDE act = -2; p-CIP stab down = -4; MEKK3 PB1 HTS = 100; PfM18AAP inh = 12; MEKK2 WT-MEK5 = 94
# Cc1noc(C)c1C(=O)Nc1sc(C)c(C)c1C#N is entered as IDE cell inh = 1; SUMO HTRF inh = 4; MEKK2mut PB1 HTS = 4; NALP1 yeast inh = -1; IDE act = 4; p-CIP stab down = -2; MEKK3 PB1 HTS = 98; PfM18AAP inh = 6; MEKK2 WT-MEK5 = 97

# Some of the compounds tested. The share of hits here may be higher or lower than overall.
